Compound activity from PubChem.
SDO1 yeast rescue = sdo1-depleted yeast growth rescue; S. cerevisiae sdo1-depleted JHY4D growth rescue, OD600 30 h; hits give high values; pdr5 snq2 efflux-pump mutant strain; AID 817; z-score at 10 µM; actives 0.21% (n = 140,000);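 active = z-score above 3 at both the 24 hr and the 30 hr optical density reads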;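 also: z-score against mean and SD of all compound wells on the same plate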
Insulin prom inh = TRM-6 insulin promoter activity inhibition. AID 1273. TRM-6 cells (human fetal islet line), insulin promoter-eGFP reporter, imaging; reporter expression induced with tamoxifen. inhibition, % at 2 µM. actives 0.9% (n = 130,000);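 active = inhibition above the mean plus 3 SD, with well images judged a real hit on visual review, cut at about 60% in these data, passing the limit was not always enough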
SDO1 yeast rescue Rescue 24 h = further read-out of SDO1 yeast rescue, marked with its call; z-score; S. cerevisiae sdo1-depleted JHY4D growth rescue, OD600; measured here: growth rescue at 24 h;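 0 is the plate mean of compound wells and units are plate SD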
Numbers without * were called inactive; x = not tested or not shown.

Values in the order – SDO1 yeast rescue, SDO1 yeast rescue Rescue 24 h, Insulin prom inh
[1] O=C(Nc1ccccc1N1CCN(c2ccc(F)cc2)CC1)C1CCCCC1
    -0.46, -0.52, x
[2] c1ccc(CSc2nnc(-c3cccs3)o2)cc1
    0.58, -1, x
[3] CC(=O)N(CN1C(=O)C2CC=CCC2C1=O)c1cccc(Cl)c1 (stereo not drawn)
    0.61, 0.71, 6
[4] CCN(CC)c1ccc(C(=O)OCC(=O)Nc2cccc(S(=O)(=O)NC3=NCCCCC3)c2)cc1
    0.41, -0.49, 0
[5] COCCCNC(=O)c1c(F)c(F)c(F)c(F)c1F
    1.6, 1.3, 19
[6] CCc1nnc(NC(=O)c2cc(S(=O)(=O)N3CCCCC3)ccc2N2CCOCC2)s1
    x, x, -22
[7] Cc1c(Nc2cc(=O)oc3ccccc23)c(=O)n(-c2ccccc2)n1C
    0.01, -0.26, -57
[8] O=c1[nH]c(SCc2nc3ccccc3n2Cc2ccccc2)nc2ccccc12
    -1.5, 0.53, x
[9] Cc1c(Br)c([N+](=O)[O-])nn1CC(=O)Nc1cccc2nonc12
    x, x, -36
[10] CCn1cc(C(=O)NCCCN2CCCC(C)C2)c(=O)c2cc(S(=O)(=O)N3CCc4ccccc4C3)ccc21 (stereo not drawn)
    x, x, -36
[11] CCn1c(CC(=O)Nc2ccc(C)cc2)nnc1SCC(=O)Nc1nc(C)cs1
    0.51, 1.2, -16
[12] CN1C(c2ccc(F)cc2)=CS/C1=C(\C#N)c1nnc2n1-c1ccccc1SC2
    -1.5, -0.95, x
[13] CCCC(=O)N1CCCC(c2nc(-c3cccs3)no2)C1 (stereo not drawn)
    0.21, -0.46, -14
[14] COc1ccc(N2CCN(C(=O)CSc3nnc4c(C)cc5cc(C)ccc5n34)CC2)cc1
    -0.48, -0.28, -25
[15] COC(=O)c1ccc(NC(=O)c2ccccc2SC)cc1
    0.02, -0.66, -26

Exported in markdown: entries from further up.
| no. | SMILES | SDO1 yeast rescue | SDO1 yeast rescue Rescue 24 h | Insulin prom inh |
| --- | --- | --- | --- | --- |
| 5 | COCCCNC(=O)c1c(F)c(F)c(F)c(F)c1F | 1.6 | 1.3 | 19 |
| 1 | O=C(Nc1ccccc1N1CCN(c2ccc(F)cc2)CC1)C1CCCCC1 | -0.46 | -0.52 | x |
| 13 | CCCC(=O)N1CCCC(c2nc(-c3cccs3)no2)C1 (stereo not drawn) | 0.21 | -0.46 | -14 |
| 4 | CCN(CC)c1ccc(C(=O)OCC(=O)Nc2cccc(S(=O)(=O)NC3=NCCCCC3)c2)cc1 | 0.41 | -0.49 | 0 |

Returning to the listing with the 6 entries that preceded the break.
Values in the order – SDO1 yeast rescue, SDO1 yeast rescue Rescue 24 h, Insulin prom inh
[10] CCn1cc(C(=O)NCCCN2CCCC(C)C2)c(=O)c2cc(S(=O)(=O)N3CCc4ccccc4C3)ccc21 (stereo not drawn)
    x, x, -36
[11] CCn1c(CC(=O)Nc2ccc(C)cc2)nnc1SCC(=O)Nc1nc(C)cs1
    0.51, 1.2, -16
[12] CN1C(c2ccc(F)cc2)=CS/C1=C(\C#N)c1nnc2n1-c1ccccc1SC2
    -1.5, -0.95, x
[13] CCCC(=O)N1CCCC(c2nc(-c3cccs3)no2)C1 (stereo not drawn)
    0.21, -0.46, -14
[14] COc1ccc(N2CCN(C(=O)CSc3nnc4c(C)cc5cc(C)ccc5n34)CC2)cc1
    -0.48, -0.28, -25
[15] COC(=O)c1ccc(NC(=O)c2ccccc2SC)cc1
    0.02, -0.66, -26
[16] CCOc1ccc(N2C(=O)CC(N3CCN(C(=O)CN4CCCC4)CC3)C2=O)cc1 (stereo not drawn)
    0.13, -0.56, x
[17] O=C(Nc1nc(-c2ccncc2)cs1)C1COc2ccccc2O1 (stereo not drawn)
    -0.39, -0.11, x
[18] CC1CCN(CCCNC(=O)c2coc3nc4ccccc4nc23)CC1
    0.92, 0.6, 45
[19] Cc1c(NC(=O)c2nn3c(c2Br)NC(c2ccccc2)CC3C(F)(F)F)c(=O)n(-c2ccccc2)n1C (stereo not drawn)
    0.95, -0.14, -27
[20] COc1ccccc1N1CCN(c2cc(C)nc3nc(C)nn23)CC1
    0.35, 0.11, x
[21] COc1cccc(NC(=O)C2CCCN2C(=O)Nc2cccc(F)c2)c1 (stereo not drawn)
    0.41, -0.62, 0
[22] CCCCCCn1c(SCC(=O)c2ccccc2)nc2c1c(=O)[nH]c(=O)n2C
    -0.62, 1.1, x
[23] COc1ccc(C(=O)OCC(=O)Nc2ccccc2)cc1[N+](=O)[O-]
    x, x, 24
[24] CC1CCC(C(C)C)C(OC(=O)C2=C3c4ccccc4S(=O)(=O)N3CC2)C1 (stereo not drawn)
    -1, -0.31, 58
[25] COCCn1c(Cc2ccccc2)nnc1SCC(=O)N(C)C
    0.21, 0.36, x
[26] Cc1cc2ncc(C(=O)Nc3ccccc3)c(C)n2n1
    -0.74, -0.6, -312
[27] O=C(COc1ccc(Br)cc1)c1ccc2c(c1)CCCC2
    -0.19, -0.32, 43
[28] Cc1cccc(NC(=O)c2cc(N3CCOCC3)nc3ccccc23)c1
    -1.1, -1.3, -41
[29] Cn1nc(C(F)(F)F)cc1C(=O)NC1CCCCCC1
    1.1, 0.42, 24
[30] Cc1nn(Cc2ccccc2)c2c1C(c1cccc(Cl)c1)C(C#N)=C(N)O2 (stereo not drawn)
    -0.67, -0.92, 52
[31] COC(=O)c1ccc(NC(=O)C(=O)NCC2CCCO2)cc1 (stereo not drawn)
    0.63, -0.17, 28
[32] CS(=O)(=O)N(CC(=O)NCc1ccccn1)Cc1ccc(Cl)cc1
    -0.97, -1.3, -3
[33] O=C(Nc1cc(S(=O)(=O)N2CCOCC2)ccc1O)c1ccc(NS(=O)(=O)c2ccc(Cl)s2)cc1
    -0.37, -0.98, 32
[34] CC1CN(C(NC(=O)C(C)(C)C)C(Cl)(Cl)Cl)CC(C)O1 (stereo not drawn)
    0.36, -0.65, 3
[35] Cc1ccc(N2C(=O)c3ccc(C(=O)N4CCOCC4)cc3C2=O)cc1C
    0.17, -0.17, x
[36] O=C(Nc1cccc(C(F)(F)F)c1)c1cc(-c2ccc(F)cc2)on1
    -1.2, -0.77, 12
[37] O=C(CSc1nc2ccccc2s1)NCCOc1ccc(Cl)cc1
    -1.2, -0.64, x
[38] COC(=O)c1c(NC(=O)CN2CCCC(C)C2)c2c(C)cccc2n1C (stereo not drawn)
    0.37, 0.57, x
[39] Cc1cc([N+](=O)[O-])cnc1NC(C)c1ccccc1 (stereo not drawn)
    0.3, 0.27, 34
[40] CC1=CC(C)(C)N(C)C(=O)N1c1ccc(Cl)cc1
    2.5, 2.9, 11
[41] Cc1cc(Cl)ccc1OCC(=O)OC(C)C(=O)N(C)C (stereo not drawn)
    -0.56, -1.4, -73
[42] CCCc1[nH]n(-c2ccc(F)cc2)c(=O)c1C=Nc1cccc(F)c1
    1.4, 2.6, 57
[43] O=[N+]([O-])c1cc(-c2nnc(Nc3ccccc3)c3ccccc23)ccc1N1CCOCC1
    -0.8, -0.45, x
[44] Cc1cccc(Cn2cnc3c(N)c(C)c(C)cc32)c1
    x, x, 27
[45] CCOc1cc2[nH]c(=O)n(CCCC(=O)NCc3ccc(OC)cc3)c(=O)c2cc1OCC
    -0.55, -0.13, -34
[46] COc1cccc(NC(=O)C(OC(=O)/C=C/c2ccc3c(c2)OCO3)c2ccccc2)c1 (stereo not drawn)
    -1.5, -1.2, -16
[47] CCCN(CCC)C(=O)COc1cc(=O)n(CC)c2ccccc12
    2.1, 2.4, x
[48] O=C1CSc2ccccc2N1Cc1ccc(F)cc1
    0.08, 0.32, x
[49] COc1ccc(-c2nnc(SCc3nnc(-c4ccccc4)o3)n2C)cc1OC
    1.3, 0.9, x
[50] O=C(c1ccccc1F)N(Cc1ccccc1)C1CCS(=O)(=O)C1 (stereo not drawn)
    0.54, 0.47, -47
[51] CSc1cc(-c2ccc(Cl)cc2)c(C(=O)NC(C)C)s1
    -0.93, -1.6, 25
[52] Cc1cc(OCc2cc3c(cc2Cl)OCO3)c2c(C)cc(=O)oc2c1
    -1.2, -0.58, x
[53] COc1ccc(-c2cc(C(=O)Nc3ccccc3SC)no2)cc1
    -0.28, -0.22, 38
[54] CSc1ncccc1C(=O)OCC(=O)NC(=O)NCCC(C)C
    -0.12, -0.5, x
[55] Cc1cccc(Cn2c(C(=O)OC(C)C)cc3c2ccn3C)c1
    -0.16, 0.01, 65
[56] Cc1cccc(N2CCN(C(c3ccccc3)c3nnnn3C(C)(C)C)CC2)c1C (stereo not drawn)
    -1.3, -1.3, 56
[57] CCCSc1nnc(Cn2c(=O)sc3ccccc32)n1-c1ccccc1
    -0.37, -0.3, x
[58] C=CCNC(=O)c1onc(CSc2cccc(OCC)c2)c1C(=O)O
    0.2, 0.35, 16
[59] Cc1cc(/N=C/C=C2\N(C)c3ccccc3C2(C)C)n(CCC#N)n1
    -0.43, 0.13, x
[60] O=C(COc1ccc(S(=O)(=O)N2CCCC2)cc1Cl)N1CCN(c2ccccc2)CC1
    -0.58, -0.06, 0
[61] Cc1cccc(N(CC(=O)N2CCOCC2)S(C)(=O)=O)c1C
    1.1, 1.4, -14
[62] NC(=O)CC1Nc2cccc3cccc(c23)NC1=O (stereo not drawn)
    1.2, 0.39, x
[63] O=C1NCCc2c1[nH]c1ccc([N+](=O)[O-])cc21
    x, x, 40
[64] CSc1nc(N)nc(SCC(=O)Nc2ccc(Cl)cc2)c1C#N
    -1.1, 0.24, 0
[65] COc1ccc(/C=C/C(=O)NCC(=O)N/N=C/c2cc(Br)ccc2OC)cc1
    0.99, 1.8, 55
[66] COc1ccccc1NC(=O)CCC(=O)Nc1ccccc1OC
    0.23, -0.25, 16
[67] CCc1nc2sc3c(c2c(=O)o1)CCCC3
    0.6, 0.25, 7
[68] COc1ccc(CN2CC(=O)N(c3ccc(C)cc3C)C2=S)cc1OC
    x, x, -17
[69] CC(=O)Nc1nc(C2CC2)cc(-c2ccccc2)c1C#N
    x, x, -6
[70] Cc1cc2cc(CN(Cc3ccc4c(c3)OCO4)C(=O)c3ccco3)c(=O)[nH]c2cc1C
    -0.23, 0.25, x
[71] COc1cc2c(cc1OC)-c1nnnn1C(C)(C)C2
    0.5, 0.85, 14
[72] CCCN(CCC)c1nc(N)c(C#N)c(CC#N)c1C#N
    -0.24, -0.66, -16
[73] CSc1nc2n(n1)C(c1cccc(F)c1)C(C(=O)Nc1ccc(C)cc1C)=C(C)N2 (stereo not drawn)
    -1.5, -0.5, -2
[74] COCCN1C(=O)C(=O)/C(=C(/O)c2ccc(OC(C)C)cc2)C1c1cccnc1 (stereo not drawn)
    0.05, -0.2, -10
[75] CCCn1nc(C(=O)OCC(=O)Nc2cccc(OC)c2)c2ccccc2c1=O
    x, x, -41

Later entries
Values in the order – SDO1 yeast rescue, SDO1 yeast rescue Rescue 24 h, Insulin prom inh
[76] COc1ccc(-c2oc(NC(=O)CSc3nncn3C)c(C#N)c2-c2ccc(OC)cc2)cc1
    0.22, 0.89, x
[77] Cc1ccc(NC(=O)CSc2nnc(-c3ccncc3)n2C)cc1C
    0.87, 0.64, -16
[78] CCN(CC)CCCNC(=O)CCC(=O)Nc1ccc2nc(N3CCC(C)CC3)cc(C)c2c1
    x, x, -75
[79] Cc1nnc(SCc2cccc(Oc3ccccc3)c2)n1N
    0.44, 0.67, 5
[80] CN(C)S(=O)(=O)c1ccc(C(=O)Nc2cccnc2)cc1
    -0.69, -1, -57
[81] CCOC(=O)Cc1c(C)nc2cc(-c3ccc(C(C)(C)C)cc3)[nH]n2c1=O
    -0.19, -0.14, -33
[82] Brc1ccc(OCCOCCN2CCOCC2)cc1
    -0.68, -1.2, 45
[83] Nn1c(Cc2cccc3ccccc23)nnc1SCC(=O)NC1CCS(=O)(=O)C1 (stereo not drawn)
    0.77, 0.83, x
[84] NS(=O)(=O)c1ccc(NC(=O)c2ccccc2C(=O)N2CCCCC2)cc1
    0.91, 0.1, -17
[85] Cn1cccc1Cc1nnc(SCC(=O)Nc2ccc3c(c2)OCO3)n1CCc1ccccc1
    -1.6, -1.2, x
[86] O=C1OC(OC(=O)c2ccccc2Br)C(N2CCOCC2)=C1Cl (stereo not drawn)
    0.14, -0.3, 14
[87] O=C(CCCSc1nc2ccccc2[nH]1)NCc1ccc(Cl)cc1
    -0.15, -0.66, x
[88] COc1ccc(CCNS(=O)(=O)c2cccc(S(=O)(=O)N3CCCC3)c2)cc1OC
    0.04, 0.21, x
[89] COC(=O)c1ccccc1NC(=O)Nc1cccs1
    0.49, -0.67, -45
[90] Cc1ccc2[nH]c(=O)c(CN(Cc3ccccc3)Cc3nnnn3C3CCCC3)cc2c1
    -1.8, -0.58, x
[91] CC1CN(S(=O)(=O)c2cccc(C(=O)OCC(=O)c3cccs3)c2)CC(C)O1 (stereo not drawn)
    -0.89, -0.95, 46
[92] COC(=O)c1ccccc1NC(=O)Nc1nnc(N2CCC(C)CC2)s1
    0.99, 1, x
[93] O=C(Nc1nc(-c2ccccc2)cs1)C1c2ccccc2Oc2ccccc21
    -0.68, 0.09, 30
[94] O=C(/C=C/c1ccc(S(=O)(=O)N2CCOCC2)cc1)NCc1ccc(Cl)cc1
    -0.33, 0.05, -4
[95] CC(=O)Nc1ccc(/C(C)=N/Nc2nc(Nc3cccc4ccccc34)nc(N3CCOCC3)n2)cc1
    -0.06, 0.75, -43
[96] Oc1ccc(-c2nc3ccc4ccccc4c3c3c2CCC3)cc1O
    -1.7, -1.1, x
[97] Cc1ccc(O)c(C=Nc2cc(C)ccc2O)c1
    1.3, 0.21, 6
[98] CCCCSc1nnc(-c2ccc(C)cc2)n1C
    -0.1, -0.04, -21
